Screens (PubChem)
esBAF inh: blocks esBAF chromatin remodeling in mouse ES cells; Bmi1-luciferase knock-in reporter, 24 h; 100% = twice the neutral-well signal; reporter increase, % at 12.5 µM; 2% of 350,000 active; AID 602393; in the data active = activation above about 40%;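 note: 0% = median of the plate's neutral control wells and 100% = double that signal; a rise in the Bmi1 reporter signal indicates esBAF inhibition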
FN deposition inh: fibronectin deposition inhibition; AH1F fibroblasts, Alexa488-fibronectin deposition fluorescence, overnight; 0.086% of 350,000 active; inhibition, % at 12.6 µM;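 active = mean inhibition across replicates of 30% or more, regardless of how many single replicates reach that level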;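 note: positive control wells lacked labelled fibronectin entirely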
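Measured by – fluorescence 485/525 nm · System – AH1F fibroblast monolayer, labelled fibronectin deposition · Amount – 10000 cells per well · Buffer or medium – serum-reduced DMEM (2% serum) · Doses – single dose, pinned · Also added – fluorescent fibronectin at 24 nM final · Schedule – 1 h cell attachment, overnight exposure to compound and label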
RAD52 anneal inh: inhibitors of human RAD52 DNA annealing; P43351; recombinant RAD52 DNA annealing, FRET fluorescence; inhibition, % at 18.7 µM; 0.46% of 360,000 active; AID 651710;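 active = every replicate showing at least 50% inhibition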
Target sequence (P43351 whole entry, looked up): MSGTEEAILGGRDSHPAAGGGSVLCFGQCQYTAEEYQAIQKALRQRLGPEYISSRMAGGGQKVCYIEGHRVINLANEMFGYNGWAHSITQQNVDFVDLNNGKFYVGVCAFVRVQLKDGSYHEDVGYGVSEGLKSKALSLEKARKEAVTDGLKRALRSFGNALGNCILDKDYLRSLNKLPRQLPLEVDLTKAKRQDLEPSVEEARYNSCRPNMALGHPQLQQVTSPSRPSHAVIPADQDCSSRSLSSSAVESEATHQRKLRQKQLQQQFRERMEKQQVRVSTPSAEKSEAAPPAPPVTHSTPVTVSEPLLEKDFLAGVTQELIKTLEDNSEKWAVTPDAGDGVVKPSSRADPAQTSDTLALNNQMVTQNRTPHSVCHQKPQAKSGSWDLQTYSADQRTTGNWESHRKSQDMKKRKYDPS
E-sel inducer: E-selectin induction on HUVECs. P16581. HUVEC E-selectin immunofluorescence imaging; normalized: neutral wells 0, TNF-alpha wells 100. activation, % at 7.58 µM. 0.37% of 260,000 active. AID 686992;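 active = mean E-selectin-positive cell signal at least 10% of the positive control, reached in at least 60% of replicates, without over 20% cell loss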;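 note: in these data hits start at about 27%; measured in HUVEC primary endothelial cells; signal is the percent of cells scored E-selectin positive by PE staining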
Target sequence (P16581 whole entry, looked up): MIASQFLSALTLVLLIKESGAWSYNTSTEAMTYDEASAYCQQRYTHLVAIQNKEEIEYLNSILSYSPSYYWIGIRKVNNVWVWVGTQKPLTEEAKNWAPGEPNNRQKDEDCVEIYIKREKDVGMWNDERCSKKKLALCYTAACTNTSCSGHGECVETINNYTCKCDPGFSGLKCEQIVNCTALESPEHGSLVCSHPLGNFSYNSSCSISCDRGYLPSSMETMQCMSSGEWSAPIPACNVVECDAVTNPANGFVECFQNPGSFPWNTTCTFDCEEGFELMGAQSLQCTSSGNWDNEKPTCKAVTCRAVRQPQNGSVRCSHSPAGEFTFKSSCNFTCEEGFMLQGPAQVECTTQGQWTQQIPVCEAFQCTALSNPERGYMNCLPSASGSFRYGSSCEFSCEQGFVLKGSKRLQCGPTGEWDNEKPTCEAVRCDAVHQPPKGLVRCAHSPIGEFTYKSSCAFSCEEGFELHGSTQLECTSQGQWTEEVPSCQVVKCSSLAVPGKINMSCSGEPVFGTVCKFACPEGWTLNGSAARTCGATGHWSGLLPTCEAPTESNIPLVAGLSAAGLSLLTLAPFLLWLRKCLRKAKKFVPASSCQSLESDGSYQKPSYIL
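material = human umbilical vein endothelial cells (HUVEC), E-selectin induction | quantity = 3,000 cells/well | medium = EGM-2 growth medium on 0.1% gelatin-coated wells | technique = immunofluorescence imaging | read-out basis = % PE-positive cells | control set = TNF-alpha positive control, DMSO neutral control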
RAD54 branch: inhibitors of human RAD54 branch migration | Q92698 | RAD54 Holliday junction branch migration, FAM/BHQ fluorescence | inhibition, % at 10.4 µM | 0.14% of 360,000 active;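 active = mean normalized replicate activity at least 40 and at least half of replicates scoring 40 or more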;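 note: 0% = median of neutral control wells and 100% = median of positive control wells; inhibitors cause a drop in the FAM fluorescence signal; in these data hits start at about 50%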
Xi reactivation: activators of X-chromosome reactivation in mouse fibroblasts; AID 743238; 0.055% of 360,000 active; XiGFP mouse fibroblasts, % GFP-positive cells imaging, 3 d; cells co-treated with 5-aza-dC sensitizer; scaled so ellipticine positive control = 100%; activation, % at 7.58 µM;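 active = mean normalized replicate activation at least 10% and every replicate at or above 10%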;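 note: 0% = median of on-plate neutral control wells and 100% = ellipticine 6 µM median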
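Material: XiGFP fibroblasts, SV40-immortalized. Buffer or medium: DMEM plus 5-aza-dC sensitizer. Compound: single concentration per compound, delivered by pin transfer. Times: 3 days compound exposure. Controls: ellipticine 6 µM.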
S100A4 MyoIIA: S100A4-myosin IIA interaction inhibition; S100A4/TAMRA-MyoIIA peptide fluorescence polarization; 0.14% of 360,000 active; P26447; inhibition, % at 10.7 µM;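 active = mean inhibition of at least 70% across replicates, with every replicate also reaching that level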
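Test system – S100A4 monomer (human) · Compound – single-point compound testing · Schedule – 5 min incubation before reading · Probe or stimulus – TAMRA-labelled myosin IIA heavy-chain peptide probe, 5 nM · Benchmarks – neutral control DMSO, positive control TFP · Medium – Calcium-containing HEPES buffer, pH 7.2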
EWS-Fli block: EWS/Fli transcriptional activity inhibition; A673 NR0B1-luciferase reporter, viability-normalised; inhibition, % at 12.6 µM; 0.67% of 350,000 active;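 active = mean inhibition of at least 50% after viability correction, with every replicate also passing that limit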;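 note: firefly luciferase signal divided by Alamar Blue viability fluorescence both relative to DMSO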
* = called active by the depositor; nt = no result given.

Results follow in this order: RAD54 branch, EWS-Fli block, S100A4 MyoIIA, FN deposition inh, Xi reactivation, esBAF inh, RAD52 anneal inh, E-sel inducer
- OCC1(Cc2ccc(F)cc2)CCCN(CCCC(F)(F)F)C1 (configuration not stated)
  2, 19, -10, 1, 0.0, -15, -5, 6.5
- CO[C@@H]1CN(C)C(=O)c2cc(NS(=O)(=O)CC(F)(F)F)ccc2OC[C@@H](C)N(Cc2nccs2)C[C@H]1C
  nt, 7, nt, 13, 0.1, -1, nt, 0.5
- Cc1oc(-c2ccc(Cl)cc2)nc1CN1CCC(C(=O)NCC2CCCO2)CC1 (configuration not stated)
  nt, nt, 10, -8, -0.1, nt, -13, nt
- COCC(=O)N1C[C@@H]2[C@H](c3ccccc31)[C@H](CO)N2Cc1ccccc1F
  -12, 5, -1, nt, 0.0, -5, 15, 0.6
- CC(C)NC(=O)N(C)C[C@@H]1Oc2ccc(NC(=O)Nc3ccc4c(c3)OCO4)cc2C(=O)N([C@H](C)CO)C[C@@H]1C
  6, -6, -5, nt, 0.0, -5, -3, -0.2
- C[C@H]1CN([C@@H](C)CO)C(=O)Cc2cc(NC(=O)Cc3ccccc3)ccc2O[C@@H]1CN(C)C(=O)Nc1ccc(C(F)(F)F)cc1
  -5, -9, 10, nt, 0.0, 3, 1, -1.2
- CCCCn1c(N)c(N(CC(C)C)C(=O)c2cc(-c3ccc(F)cc3)nc3ccccc23)c(=O)[nH]c1=O
  3, 15, -2, 7, 0.1, 6, -11, nt
- COc1cccc(S(=O)(=O)N(C)C[C@@H]2Oc3ncc(C#CCN(C)C)cc3C(=O)N([C@@H](C)CO)C[C@@H]2C)c1
  -5, 10, 11, nt, -1.1, -6, -14, -0.1
- N#C/C(=C(/O)c1ccc([N+](=O)[O-])o1)c1nc2ccccc2[nH]1
  nt, 9, 5, 3, -0.3, nt, -7, nt
- C[C@@H]1CN([C@@H](C)CO)C(=O)CCCn2nncc2CO[C@@H]1CN(C)C(=O)NC1CCCC1
  nt, 15, nt, 10, 0.2, -1, nt, -0.2
- COc1ccc(CN2C[C@H](O)COC[C@H]3O[C@H](CC(=O)NCCN4CCCC4)CC[C@@H]32)cc1
  3, -6, -42, -25, 0.1, 3, 11, 0.0
- Nc1ccccc1SCc1cn2ccccc2n1
  nt, -56, -1, 4, 0.0, nt, -7, -1.9
- C[C@H](CO)N1C[C@H](C)[C@H](CN(C)C(=O)Nc2ccc(C(F)(F)F)cc2)Oc2c(NC(=O)c3nc4ccccc4s3)cccc2C1=O
  -2, 5, -12, nt, -1.0, 7, -4, nt
- COc1ccc(-c2cc3nc(NCCCN(C)C)n(C)c(=O)c3s2)cc1OC
  69*, 6, 1, 8, -0.1, -1, 84*, -0.1
- COc1cc(OC)c(C(=O)OCC(=O)N2CC(=O)Nc3ccccc32)cc1OC
  -5, -3, -11, 0, 0.0, -9, 10, 3.8
- COc1ccc(OCCN2CCC(C(=O)NC(c3ccc(Cl)cc3)c3cnccn3)CC2)cc1 (configuration not stated)
  3, 3, -1, -1, 0.3, -6, -8, -0.1
- CCOc1ccccc1NC(=O)NNS(=O)(=O)c1ccc([N+](=O)[O-])cc1
  -4, 4, -1, -5, 0.0, nt, 2, nt
- CCCc1nn(C)c2c(=O)[nH]c(-c3cc(S(=O)(=O)N(CCO)CCO)ccc3OCC)nc12
  nt, 4, -3, 2, -0.2, -8, -6, 4.1
- CN(C)c1ccc([N+](=O)[O-])cc1C(=O)NCC(c1ccco1)N(C)C (configuration not stated)
  -6, 4, 4, 5, 0.4, -7, -13, 0.3
- CC(=O)OCC(=O)Nc1ccccc1OC(F)F
  nt, -17, -5, 4, 0.2, nt, -14, nt
- S=C(Nc1ccc2c(c1)OCCO2)Nc1ccccc1Cl
  7, -56, -2, 6, -0.1, 34, 3, nt
- O=C(Nc1ccccc1)C1=C[C@H](c2coc3ccccc3c2=O)C[C@H](OCc2ccc(CO)cc2)O1
  -1, -8, 0, 6, -0.1, 0, -23, 0.3
- CC(C)(C)n1nnnc1C(c1cc2ccccc2o1)N1CCOCC1 (configuration not stated)
  nt, -7, 5, 2, 0.0, nt, -10, -0.1
- C[C@H](O)[C@@H]1CN2CCc3c([nH]c4ccccc34)[C@@H]2C[C@@H]1N(C)CC1CCCCC1
  nt, -19, 0, 7, 0.2, nt, 0, 0.3
- CCOc1ccc(C(=O)NCC(=O)OCC(=O)NC2CCCC2)cc1
  nt, 4, -4, 11, 0.0, -1, -14, nt
- Cc1ccc(NC(=O)CS(=O)CC(=O)N(CC(=O)NC2CCCC2)c2ccc3c(c2)OCCO3)cc1 (configuration not stated)
  nt, 11, -1, 1, 0.0, -6, -15, nt
- Fc1cccc(NC(=S)NNc2ccccc2)c1
  12, -3, -9, -2, 0.0, 7, -14, 0.5
- CC(=O)c1ccc(NC(=O)CN2CCC(NC(=O)C3CCCCC3)CC2)cc1
  -2, -30, 1, -6, 0.0, 14, -7, 11
- Cc1ccc(OCCOC(=O)c2c(-c3ccccc3)noc2C)cc1
  1, 3, -1, 2, 0.0, 4, -8, nt
- Cc1cccc(C2=NN(c3ccc(Br)cc3)[C@@H](C(=O)N3CCOC3=O)[C@@H]2c2ccc(F)cc2)c1
  -3, -4, 3, 5, 0.0, 10, -7, nt
- O=C(Cn1nc(-c2ccccc2)ccc1=O)Nc1cccc(NC(=O)c2ccccn2)c1
  nt, -17, 2, 16, 0.0, nt, 6, -2.0
- Cc1cc(C)c(S(=O)(=O)N2CCN(C(=O)CCOc3ccccc3C)CC2)c(C)c1
  -10, -13, 2, -16, 0.1, -12, -5, 1.6
- Cc1nn(-c2ccccc2)nc1C(=O)OCC(=O)N1CCC(C)CC1
  -7, -28, 0, 18, 0.1, 11, 4, -0.8
- COc1ccc(C(=O)OC2CCCCC2CN(C)C)cc1 (configuration not stated)
  0, 11, -1, 13, 0.0, -4, 2, 0.6
- O=C(NC(=O)N1CCCCCC1)c1ccc(Cl)cc1
  4, nt, 4, nt, 0.1, nt, -12, 0.1
- CCCNC(=O)C[C@H]1CC[C@@H]2[C@H](COc3ccc(NC(=O)c4ccccc4)cc3C(=O)N2C)O1
  6, -7, 4, -10, 0.4, 10, -5, 0.0
- COc1ccc(NC2CCCN(C(=O)c3ccc4[nH]c(C)c(C)c4c3)C2)cc1 (configuration not stated)
  -4, -4, -1, 3, 0.1, -3, -11, nt
- COc1ccc(CCN(C(=O)C(F)(F)F)C(C(=O)NC2CCCCC2)c2ccc(C)s2)cc1 (configuration not stated)
  14, 12, -3, nt, nt, 4, 6, nt
- CO[C@@H]1CN(C)C(=O)c2cc(NC(=O)C3CC3)ccc2OC[C@H](C)N(Cc2ccc(F)cc2)C[C@H]1C
  1, 2, 6, -5, 0.1, 6, 6, -0.1
- Cn1c(NC(=O)/C=C/c2c(F)cccc2Cl)cc(=O)n(C)c1=O
  nt, -4, -11, -6, 0.0, nt, -20, nt
- Cn1cnnc1SCC(=O)Nc1c(F)cc(F)cc1Br
  -9, nt, -1, 1, nt, -3, -4, nt
- C[C@@H]1CN([C@H](C)CO)C(=O)Cc2cc(NS(=O)(=O)c3ccccc3)ccc2O[C@@H]1CN(C)C(=O)NC1CCCCC1
  -8, 7, -51, nt, -1.0, 0, 3, 0.8
- CCOc1ccc(C2C3=C(CCCC3=O)N(CC(=O)O)C3=C2C(=O)CCC3)cc1
  6, -46, 4, -2, 0.0, -6, -10, 0.2
- CCOC(=O)CC(=O)CSc1nc(C)cc(-c2cccnc2)c1C#N
  -10, 8, 7, nt, nt, 2, -11, nt
- CCc1[nH]c(C(=O)O)c(C)c1C(=O)OC
  4, 0, 5, 4, 0.1, -5, -27, nt
- C[C@@H]1CN([C@H](C)CO)C(=O)c2cc(C#CCN(C)C)cnc2O[C@H]1CN(C)Cc1cccc(F)c1
  -1, -27, 2, 9, -1.1, 5, 9, -0.3
- COc1ccc(NC(=O)N(C)C[C@@H]2Oc3ncc(-c4ccc(F)cc4)cc3C(=O)N([C@H](C)CO)C[C@@H]2C)cc1
  -10, -1, 1, 3, -0.4, -4, 5, -3.8
- COc1ccccc1-c1cnc2c(c1)C(=O)N([C@@H](C)CO)C[C@H](C)[C@@H](CN(C)CC1CCOCC1)O2
  nt, -6, nt, nt, -0.1, 1, nt, -0.4
- c1ccc(Cc2cc[n+](Cc3ccccc3)cc2)cc1
  nt, 2, -3, -14, 0.0, nt, -7, nt
- O=C1OC(c2ccccc2)=CC1=Cc1ccccc1O
  2, -36, -4, -4, -0.1, 29, -26, 1.6
- CNCC(C)COc1ccccc1OCc1ccccc1 (configuration not stated)
  nt, 3, 3, 5, 0.0, nt, -1, nt
- CC(C)NC(=O)Nc1ccc2c(c1)C(=O)N([C@@H](C)CO)C[C@H](C)[C@@H](CN(C)S(=O)(=O)c1ccc(Cl)cc1)OCCCC[C@@H](C)O2
  -5, -2, 1, -16, 0.4, 0, -10, nt
- O=C(Nc1ccccc1OC(F)F)c1ccc(S(=O)(=O)N2CCCC2)cc1
  5, 2, 0, -3, 0.1, 2, -15, 4.4
- Nc1nc(Nc2cccc(F)c2)nc(N2CCOCC2)c1[N+](=O)[O-]
  0, -9, -5, -6, 0.0, nt, -3, 0.0
- O=C(c1cccc(S(=O)(=O)Nc2ccccc2Cl)c1)N1CCC1
  -7, -6, 11, nt, -0.1, -4, -7, 0.3
- O=c1cc(CN2CCCC2)c2ccccc2o1
  nt, 6, -8, 1, 0.0, nt, -23, -0.6
- Cn1c(SCC(=O)N2CCOCC2)nnc1-c1ccco1
  8, -2, 3, 6, 0.2, 0, -3, 0.1
- COc1ccccc1C(=O)COC(=O)c1cccc(S(=O)(=O)N2CCCC2)c1
  -9, -2, 6, 5, -0.1, -7, -96, 1.4
- CC(=O)/C(N=Nc1ccc(C(=O)O)cc1)=C(\C)O
  13, 5, 1, 9, 0.7, nt, 0, -0.3
- COc1ccc(/C=N/NC(=O)c2c(Br)cnn2C)c2ccccc12
  3, nt, -5, nt, 0.1, 8, 6, -0.3

The list continues.
Results follow in this order: RAD54 branch, EWS-Fli block, S100A4 MyoIIA, FN deposition inh, Xi reactivation, esBAF inh, RAD52 anneal inh, E-sel inducer
- CCC1Oc2ccccc2N(CC(=O)NCCCN2CCOCC2)C1=O (configuration not stated)
  12, -3, 4, -10, 0.0, -1, -11, -1.2
- COc1ccc(NC(=O)CS(=O)(=O)c2cn(CC(=O)N3CCOCC3)c3ccccc23)cc1OC
  -7, nt, -7, 3, 0.1, -2, -16, 0.2
- CN(CC(=O)NC1CCCC1)S(=O)(=O)c1cnc[nH]1
  nt, -11, -2, -8, 0.1, nt, -5, nt
- CN(C)/C=N/NC(=O)C1Cc2c(ccc3ccccc23)O1 (configuration not stated)
  3, 5, -4, 3, 0.1, -7, -1, 0.0
- CC(C)NC(=O)N(C)C[C@H]1Oc2ccc(NC(=O)Nc3ccc(F)cc3)cc2C(=O)N([C@@H](C)CO)C[C@H]1C
  11, -8, 20, nt, -0.8, 4, 7, -0.3

Some entries already given, reduced to RAD52 anneal inh:
SMILES | RAD52 anneal inh
CCC1Oc2ccccc2N(CC(=O)NCCCN2CCOCC2)C1=O (configuration not stated) | -11
COc1ccc(NC(=O)CS(=O)(=O)c2cn(CC(=O)N3CCOCC3)c3ccccc23)cc1OC | -16
CN(CC(=O)NC1CCCC1)S(=O)(=O)c1cnc[nH]1 | -5
